Compound activity deposited in PubChem BioAssay by Broad Institute.
STK33 inh = STK33 kinase inhibitors, primary screen, biochemical, luminescence, ADP-Glo, MBP substrate; Serine/threonine-protein kinase 33 (Homo sapiens), Q9BYT3; inhibition, % at 12.5 µM; actives 0.44% (n = 27,000); in the data active means inhibition above about 20%; inconclusive means no clear call, values can overlap the other calls
Target sequence (Q9BYT3 whole entry, looked up): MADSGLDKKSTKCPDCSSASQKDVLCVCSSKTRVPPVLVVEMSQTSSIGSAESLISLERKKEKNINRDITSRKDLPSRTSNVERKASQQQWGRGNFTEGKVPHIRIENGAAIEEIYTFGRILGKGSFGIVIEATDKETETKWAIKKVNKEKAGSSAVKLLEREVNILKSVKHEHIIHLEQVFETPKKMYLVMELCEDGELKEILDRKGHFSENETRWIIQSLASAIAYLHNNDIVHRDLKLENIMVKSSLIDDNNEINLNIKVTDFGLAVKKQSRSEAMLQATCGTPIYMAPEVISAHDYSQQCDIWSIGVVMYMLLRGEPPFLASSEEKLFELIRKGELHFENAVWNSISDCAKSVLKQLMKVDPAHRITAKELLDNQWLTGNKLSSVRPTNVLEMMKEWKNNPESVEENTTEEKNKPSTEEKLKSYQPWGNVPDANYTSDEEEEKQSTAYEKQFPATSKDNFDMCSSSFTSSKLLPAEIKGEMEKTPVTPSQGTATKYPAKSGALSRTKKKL
p53 PUMA act = mutant p53 pathway re-activators, primary screen, cell-based, SW480, luciferase, single point, HTS | AID 624151, 2012 | actives 1.5% (n = 28,000) | activation, % at 9.98 µM | SW480 PUMA-promoter luciferase, p53 mutant reactivation; in the data active means activation above about 52%; inconclusive means no clear call, values can overlap the other calls
The depositor's hits bear a star; ? = inconclusive; · = no result given. Not all compounds are listed; the hit share may differ from the screen's.

SMILES | STK33 inh | p53 PUMA act
COc1ccccc1S(=O)(=O)N(C)C[C@@H]1Oc2cc(C#CCC(C)C)ccc2S(=O)(=O)N([C@@H](C)CO)C[C@H]1C | · | -32
CC(C)CC#Cc1ccc2c(c1)O[C@H](CN(C)C(=O)c1cccc(F)c1)[C@@H](C)CN([C@H](C)CO)S2(=O)=O | · | -30
O=C1N(Cc2ccccc2)Cc2ccccc2C[C@]12N=C(c1ccc(OCCCO)cc1)O[C@@H]2c1ccccc1 | 10 | ·
Cc1cccnc1NC(=S)Nc1ccc(S(N)(=O)=O)cc1 | ? | 66*
C[C@H](CO)N1C[C@H](C)[C@H](CN(C)C(=O)NC2CCCCC2)Oc2ncc(-c3ccccc3)cc2C1=O | 0 | ·
CCc1c(C)sc(NC(=S)NCc2cc(C)n(C)n2)c1C(=O)OC | -3 | -11
COc1cccc(C#Cc2cnc3c(c2)C(=O)N([C@@H](C)CO)C[C@@H](C)[C@@H](CN(C)C(=O)C2CCCCC2)O3)c1 | · | 5
COc1ccccc1NC(=O)CSc1n[nH]c(C)n1 | 1 | -9
CNC[C@H]1Oc2ccc(NS(=O)(=O)c3ccccc3)cc2CC(=O)N([C@@H](C)CO)C[C@@H]1C | 0 | 2
C[C@H]1CN([C@@H](C)CO)C(=O)Cc2cc(N(C)C)ccc2O[C@@H]1CN(C)C | 1 | 4
C[C@@H]1CCCCO[C@@H](CN(C)C(=O)Nc2ccccc2)[C@@H](C)CN([C@H](C)CO)C(=O)c2cc(NS(=O)(=O)c3cn(C)cn3)ccc2O1 | -5 | ·
C[C@@H]1CN([C@H](C)CO)C(=O)c2cccc(NC(=O)C3CCOCC3)c2O[C@@H]1CN(C)C | · | -3
O=S(=O)(N[C@H]1CCN(Cc2ccc(OCCO)cc2)C1)c1cc(Cl)ccc1Cl | -5 | ·
C[C@H](CO)N1C[C@H](C)[C@@H](CN(C)C(=O)CCC(F)(F)F)OCCCC[C@H](C)Oc2ccc(NS(C)(=O)=O)cc2C1=O | · | 8
Cc1ccc(-n2c(SCC(=O)Nc3ccccc3C)nc3nc4c(cc3c2=O)COC(C)(C)C4)cc1 | 2 | -13
Cc1noc(C)c1NC(=O)Nc1ccc2c(c1)C(=O)N([C@H](C)CO)C[C@@H](C)[C@H](CN(C)Cc1ccc(-c3ccccc3)cc1)O2 | 1 | ·
C[C@H](CO)N1C[C@H](C)[C@@H](CN(C)C(=O)Nc2ccc(F)cc2)Oc2ccc(NC(=O)Cn3cnnn3)cc2C1=O | · | -14
C[C@H]1CN([C@@H](C)CO)C(=O)c2cc(NC(=O)NC3CCCCC3)ccc2O[C@@H]1CN(C)Cc1ccncc1 | · | 14
CC(=O)OC1CC2(C)C3CC=C4C(CC(O)C(O)C4(C)C)C3(C)CCC2(C)C1C(C)(O)C(=O)CCC(C)(C)O (centres undefined) | -1 | 4
C[C@H]1CN([C@@H](C)CO)C(=O)Cc2cc(NS(=O)(=O)c3cn(C)cn3)ccc2O[C@@H]1CN(C)C(=O)Nc1ccc(C(F)(F)F)cc1 | 1 | ·
COC(=O)c1cc(OC)c(OC)cc1NC(=O)COc1cc(C)c(Br)cc1C | 1 | 1
O=C(O)/C(=C/C(=O)c1ccc(F)cc1)Nc1ccc2[nH]c(=O)[nH]c2c1 | · | 23
CCn1cnc2cc(NCc3cccc(OC)c3O)ccc21 | 4 | 11
CS(=O)(=O)N(CC(=O)Nc1ccc(Br)c(Cl)c1)c1cc(Cl)ccc1Cl | 4 | -1
COC(=O)c1cc(C(=O)NCc2ccccc2OC)cc([N+](=O)[O-])c1 | 5 | 0
SMILES | STK33 inh | p53 PUMA act
Cc1cccc(NC(=O)CN(c2cc(Cl)c(Cl)cc2Cl)S(C)(=O)=O)c1 | -2 | -4
Cc1noc(C)c1NC(=O)N(C)C[C@H]1Oc2ccc(NC(=O)CCN3CCOCC3)cc2C(=O)N([C@@H](C)CO)C[C@@H]1C | · | 6
COc1ccccc1-c1nnc(SCC(=O)Nc2ccccc2)o1 | -8 | 28
C[C@H](CO)N1C[C@H](C)[C@H](CN(C)Cc2ccc3c(c2)OCO3)Oc2c(NS(=O)(=O)c3cccs3)cccc2C1=O | · | -4
C[C@@H]1CN([C@@H](C)CO)C(=O)c2cccc(NC(=O)Nc3cccc4ccccc34)c2O[C@H]1CN(C)S(=O)(=O)c1cccs1 | · | -8
Cc1ccc(S(=O)(=O)Nc2ccc3c(c2)C(=O)N([C@H](C)CO)C[C@H](C)[C@@H](CN(C)C(=O)Nc2c(C)noc2C)OCCCC[C@@H](C)O3)cc1 | -2 | ·
C[C@@H]1CN([C@@H](C)CO)C(=O)c2cc(NC(=O)Nc3cccc4ccccc34)ccc2O[C@@H]1CN(C)C | · | -1
C[C@@H]1CN([C@H](C)CO)C(=O)Cc2cc(NC(=O)CCN3CCOCC3)ccc2O[C@H]1CN(C)S(=O)(=O)c1cn(C)cn1 | · | 8
C[C@H](CO)N1C[C@H](C)[C@@H](CN(C)S(=O)(=O)c2cn(C)cn2)Oc2c(NC(=O)Nc3cccc4ccccc34)cccc2C1=O | · | -1
O=C(NCCN1CCOCC1)C1COc2ccccc2O1 (centres undefined) | -6 | -7
C[C@@H]1CN([C@@H](C)CO)C(=O)c2cccc(NS(=O)(=O)c3ccc(Cl)cc3)c2O[C@@H]1CN(C)S(=O)(=O)c1cn(C)cn1 | · | 2
CCOC(=O)Cc1cc(C(=O)c2ccc(OC)cc2)sc1-c1ccc(OC)cc1 | · | 4
Cc1ccc(OCC(=O)Nc2ccc3oc(-c4ccc(F)cc4)nc3c2)cc1C | -1 | ?
C=CCNC(=O)[C@H]1[C@@H]2C(=O)O[C@@H](c3ccccc3)[C@@H](c3ccccc3)N2[C@@H](c2ccccc2OCCO)[C@]12C(=O)N(C(=O)OCCOC)c1ccc(C#CC3=CCCCC3)cc12 | 4 | ·
COc1cc([C@@H]2C3C=C([C@H]4Oc5cc(O)cc(O)c5C(=O)[C@@H]4O)[C@H]4[C@@H]2COC4(O)C3=O)ccc1O | -2 | -7
COc1cc(CO)cc(I)c1OCc1cccc(C(=O)O)c1 | -1 | 37
C[C@@H]1CN([C@@H](C)CO)C(=O)c2cc(NC(=O)C3CCCCC3)ccc2O[C@@H]1CN(C)CC1CCCCC1 | 0 | ·
CC1(C)NC(=O)N(CC(=O)Nc2ccc(Br)cc2)C1=O | -1 | 4
Cc1cccc(OCC(=O)Nc2ccc3c(c2)nc(CN2CCCCC2)n3C)c1 | 4 | 9
C[C@@H]1CCCCO[C@H](CN(C)Cc2ccc(C(F)(F)F)cc2)[C@@H](C)CN([C@H](C)CO)C(=O)c2cc(NC(=O)Nc3ccc(F)cc3)ccc2O1 | 5 | ·
C[C@@H]1CN([C@@H](C)CO)C(=O)Cc2cc(NC(=O)C3CCCCC3)ccc2O[C@@H]1CN(C)C(=O)Nc1ccccc1 | 2 | ·
CNC[C@@H]1Oc2ccc(NS(=O)(=O)c3c(C)noc3C)cc2CC(=O)N([C@H](C)CO)C[C@@H]1C | -5 | 9
C[C@H](CO)N1C[C@H](C)[C@H](CN(C)C(=O)Nc2ccc(C(F)(F)F)cc2)Oc2ccc(NC(=O)Nc3ccc4c(c3)OCO4)cc2C1=O | · | 2
Cc1ccc(OCC(=O)Nc2cccc(C(=O)O)c2C)cc1 | -9 | 66*
COc1ccc(C#Cc2cnc3c(c2)C(=O)N([C@H](C)CO)C[C@H](C)[C@H](CN(C)S(C)(=O)=O)O3)cc1OC | 1 | ·
SMILES | STK33 inh | p53 PUMA act
CC(C)NC(=O)N(C)C[C@H]1Oc2ccc(NC(=O)Nc3ccccc3)cc2C(=O)N([C@@H](C)CO)C[C@H]1C | 1 | ·
CCC(=O)N(C)C[C@H]1Oc2cc(C#Cc3ccncc3)ccc2S(=O)(=O)N([C@H](C)CO)C[C@H]1C | · | 29
CCCNC(=O)C[C@H]1C[C@@H]2c3cc(NS(=O)(=O)c4cccc(OC)c4)ccc3O[C@@H]2[C@@H](CO)O1 | · | 10
Cc1noc(C)c1S(=O)(=O)Nc1ccc2c(c1)C(=O)N([C@H](C)CO)C[C@@H](C)[C@H](CN(C)CC1CCCCC1)O2 | -1 | ·
C[C@@H]1CN([C@H](C)CO)C(=O)Cc2cc(NS(=O)(=O)c3ccccc3)ccc2O[C@H]1CN(C)C | 0 | ·
COc1ccc(C(=O)C(C)Oc2cccc(NC(=O)c3ccccc3[N+](=O)[O-])c2)cc1 (centres undefined) | 1 | 2
CC(C)NC(=O)Nc1ccc2c(c1)C(=O)N([C@@H](C)CO)C[C@H](C)[C@H](CN(C)S(=O)(=O)c1cccs1)OCCCC[C@@H](C)O2 | · | 2
C[C@@H]1CN([C@H](C)CO)C(=O)c2cc(NC(=O)Nc3cccc4ccccc34)ccc2O[C@H]1CN(C)C(=O)Nc1ccc2c(c1)OCO2 | · | 4
CCC(=O)N(C)C[C@@H]1Oc2cc(-c3cccc(OC)c3)ccc2S(=O)(=O)N([C@@H](C)CO)C[C@@H]1C | · | 4
O=C(CSc1nc2nc3c(cc2c(=O)n1-c1ccccc1)CCCC3)Nc1ccc(Cl)cc1 | 2 | -25
CCCNC(=O)N(C)C[C@@H]1Oc2ncc(C#CC3(O)CCCC3)cc2C(=O)N([C@H](C)CO)C[C@@H]1C | · | 2
Cc1noc(C)c1NC(=O)Nc1ccc2c(c1)C(=O)N([C@@H](C)CO)C[C@@H](C)[C@@H](CN(C)C)O2 | -1 | -2
O=C(CN1CCN(S(=O)(=O)c2cccc([N+](=O)[O-])c2)CC1)Nc1cc(Cl)ccc1Cl | 0 | 26
Cc1noc(C)c1NC(=O)N(C)C[C@@H]1Oc2ncc(C#Cc3cccc(F)c3)cc2C(=O)N([C@H](C)CO)C[C@@H]1C | -1 | ·
C[C@@H]1CN([C@@H](C)CO)C(=O)Cc2cc(NC(=O)C3CC3)ccc2O[C@H]1CN(C)Cc1ccc2c(c1)OCO2 | · | -7
O=C(Cn1cnc2ccccc2c1=O)Nc1ccc(S(=O)(=O)N2CCCC2)cc1 | 0 | 15
C[C@@H]1CCCCO[C@H](CN(C)S(=O)(=O)c2ccc(Cl)cc2)[C@@H](C)CN([C@H](C)CO)C(=O)c2cc(NS(=O)(=O)c3ccc(Cl)cc3)ccc2O1 | 1 | ·
C[C@@H]1CCCCO[C@@H](CN(C)Cc2ccc3c(c2)OCO3)[C@@H](C)CN([C@H](C)CO)C(=O)c2cc(NS(=O)(=O)c3ccc(Cl)cc3)ccc2O1 | 1 | ·
Cc1noc(C)c1NC(=O)Nc1cccc2c1O[C@@H](CN(C)C)[C@H](C)CN([C@H](C)CO)C2=O | · | 7
C[C@H](CO)N1C[C@H](C)[C@H](CN(C)Cc2ccccc2)Oc2ccc(NC(=O)Nc3ccc4c(c3)OCO4)cc2CC1=O | 0 | ·
O=C(CN1C(=O)c2ccccc2S1(=O)=O)Nc1cccc(O)c1 | 3 | -4
C[C@@H]1CN([C@@H](C)CO)C(=O)CCCn2nncc2CO[C@H]1CN(C)Cc1ccc2c(c1)OCCO2 | 3 | ·
O=C(CSc1nc2ccccc2o1)c1cc2ccccc2oc1=O | 2 | 4
Cc1noc(C)c1S(=O)(=O)Nc1ccc2c(c1)C(=O)N([C@@H](C)CO)C[C@@H](C)[C@@H](CN(C)C(=O)NC(C)C)OCCCC[C@H](C)O2 | · | 7
O=C(Sc1ccccc1)c1cccc(Cn2cc(C(F)(F)F)ccc2=O)c1 | 1 | ·
SMILES | STK33 inh | p53 PUMA act
CNC[C@@H]1OCCCC[C@H](C)Oc2ccc(NC(=O)Nc3ccc4c(c3)OCO4)cc2C(=O)N([C@@H](C)CO)C[C@@H]1C | · | 2
O=C(CSC1=NCCS1)Nc1ccnc2ccccc12 | 9 | -25
O=C(Nc1ccc(C(F)(F)F)cc1)Nc1ccc2c(c1)[C@@H]1C[C@@H](CC(=O)N3CCc4ccccc4C3)O[C@@H](CO)[C@@H]1O2 | · | -54
Cc1noc(C)c1NC(=O)Nc1ccc2c(c1)C(=O)N([C@@H](C)CO)C[C@H](C)[C@H](CN(C)CC1CC1)O2 | · | 3
Cc1nnc(SCC(=O)Nc2ccc(Oc3ccccc3)cc2)s1 | 1 | -2
COC(CN1C(=O)C2C3C=CC(C3)C2C1=O)OC (centres undefined) | · | -5
C[C@H]1CN([C@@H](C)CO)C(=O)c2cc(NC(=O)C3CC3)ccc2O[C@H]1CN(C)C(=O)Nc1cccc2ccccc12 | · | 0
